Bioassay records (PubChem BioAssay)
hK5 inh: kallikrein 5 (human) inhibition; Q9Y337; recombinant hK5, fluorogenic AMC substrate cleavage; inhibition, % at 5 µM; hit rate 0.59% among 210,000;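 active = inhibition of 40% or more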;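 also: 0% = enzyme controls without compound and 100% = no-enzyme blanks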
Target sequence (Q9Y337 67-293 limits assumed): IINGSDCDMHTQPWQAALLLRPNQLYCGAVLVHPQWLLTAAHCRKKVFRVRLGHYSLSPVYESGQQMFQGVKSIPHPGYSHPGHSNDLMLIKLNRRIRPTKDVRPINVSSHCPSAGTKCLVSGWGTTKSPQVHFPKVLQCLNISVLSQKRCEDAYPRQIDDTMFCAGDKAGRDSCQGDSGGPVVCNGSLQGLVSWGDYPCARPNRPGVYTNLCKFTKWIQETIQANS
Cl transport mod: modulates chloride dependent transport by human KCC2 | KCC2 cells, thallium flux FluoZin-2 fluorescence | B-score of Tl+ flux slope (higher = more flux/activation; lower = inhibition) at 10 µM | hit rate 2.2% among 190,000;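 active = thallium flux slope and its plate-corrected score both differing from the plate sample mean at a set confidence after two filtering rounds, in either direction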;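 also: slope of fluorescence scaled to starting intensity during 10 to 20 s after thallium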
m-calpain inh: calpain II (pig) inhibition; hit rate 0.37% among 220,000; AID 1236; inhibition, % at 16 µM; purified calpain II, fluorogenic peptide substrate, 30 min;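 active = inhibition above about 50%, limit read from the data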
thrombin 1536: inhibitors of human thrombin; P00734; inhibition, % at 5 µM; hit rate 0.26% among 220,000; alpha-thrombin, Boc-VPR-AMC fluorogenic substrate cleavage;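 active = inhibition at or above 40%; inactive = inhibition below 40%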;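 also: 0% = enzyme with no compound and 100% = wells without enzyme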
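Material: human alpha-thrombin protein; Also added: Boc-VPR-AMC substrate, 15 µM final; Timing: enzyme reaction carried out at room temperature; Signal: fluorescence, ex 355 nm, em 460 nm; Measure: % inhibition of thrombin; Controls: enzyme without compound as high, wells lacking enzyme as low.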
Furin inh: human furin inhibition; P09958; purified furin, fluorogenic substrate cleavage; inhibition, % at 30 µM; hit rate 0.061% among 220,000; AID 463115; in the data active = inhibition above about 25%; also: inactives centre near -15
FXIa inh: factor XIa (human) inhibition; purified FXIa, Boc-Glu-Ala-Arg-AMC fluorogenic substrate; AID 798; hit rate 0.14% among 220,000; inhibition, % at 5 µM;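 active = inhibition of at least 40%; inactive = inhibition below 40%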;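 also: fluorescence of freed AMC excited at 355 nm; 0% = enzyme without compound and 100% = no enzyme blank; many of its hits are not listed in these tables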
FXIIa inh: blocks human coagulation factor XIIa protease activity; inhibition, % at 5 µM; hit rate 0.3% among 220,000; P00748; purified FXIIa, Boc-QGR-AMC fluorogenic substrate, 2 h; in the data active = inhibition above about 40%;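 also: 0% = enzyme with no compound and 100% = blank without enzyme; many of its hits are not listed in these tables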
Rad51 HR inh: Rad51 (human) homologous recombination inhibition. hRad51 DNA strand exchange, fluorescence dequenching. inhibition, % at 10 µM. hit rate 0.085% among 200,000;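 active = inhibition above 40% at the single screening dose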;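 also: 0% = DMSO control wells and 100% = blanks with heterologous ssDNA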
Target sequence (Q06609 whole entry, looked up): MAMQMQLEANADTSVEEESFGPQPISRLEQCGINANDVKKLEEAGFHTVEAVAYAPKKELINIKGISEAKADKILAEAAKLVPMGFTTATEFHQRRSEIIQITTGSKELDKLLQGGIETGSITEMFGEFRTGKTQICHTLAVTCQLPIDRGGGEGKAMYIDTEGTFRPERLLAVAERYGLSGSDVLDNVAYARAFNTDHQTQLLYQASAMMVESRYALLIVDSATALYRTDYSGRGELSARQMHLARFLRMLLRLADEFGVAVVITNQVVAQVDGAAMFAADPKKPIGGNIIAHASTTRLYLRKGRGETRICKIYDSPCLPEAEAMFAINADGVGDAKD
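Material: Human Rad51 nucleoprotein filaments preassembled on unlabelled ssDNA | Also added: Labelled 47-mer dsDNA for strand exchange | Dosing: Single dose, 10 µM final compound | Schedule: 30-min compound preincubation and 15-min exchange, both room temperature | Technique: Fluorescence dequenching at 485/520 nm | Measure: Percent inhibition relative to plate controls and blanks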
PERK inhibitor: human PERK inhibition, primary cell-based screen; hit rate 0.17% among 220,000; inhibition, % at 5.6 µM; Q9NZJ5; CHO PERK-DD fusion, SEAP luminescence translation reporter;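 active = inhibition above the mean inhibition of all tested compounds plus 3 SD, set separately per screening campaign, cut at about 2.9% in these data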;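 also: PERK kinase domain activated by AP20187 dimerizer at 100 nM; 0% = DMSO with dimerizer and 100% = rapamycin at 8.4 µM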
* hit, by the source's call; . = no result given; [ ] = another dose, or the depositor's remark. These rows are one share of the data; the hit share may differ from the screen's.

SMILES	hK5 inh	Cl transport mod	m-calpain inh	thrombin 1536	Furin inh	FXIa inh	FXIIa inh	Rad51 HR inh	PERK inhibitor
Cc1ccc(CN2CC34C=CC(O3)C(C(=O)NCc3ccc5c(c3)OCO5)C4C2=O)cc1 (stereo unspecified)	-1.5	.	8.6	-1.6	-22.9	18.7	21.2	-2.3	-0.7
Cn1cccc1/C=N/NC(=O)Cc1cccs1	-0.1	-0.793	2.7	-9.4	-15.3	-0.5	3.1	.	1.1
CCCCc1nc(Cl)c(C#N)c2c1CSC(C)(C)C2	-6.3	-0.513	5.7	-4.2	-17.3	4.7	6.8	-5.3	0.8
O=C(NCC(c1cccnc1)N1CCN(c2ccc(F)cc2)CC1)c1ccc2c(c1)OCO2 (stereo unspecified)	-29.0	-3.56	-7.9	5.8	-13.4[20 µM]	-9.2	-0.6	3.5	-1.8
Cc1ccc(C)c(NC(=O)CSc2nnc(-c3n[nH]c4ccccc34)o2)c1	-17.6	-1.13	6.7	-7.9	-9.2	2.1	1.7	4.6	0.4
CCCn1c(N)c(C(=O)CN2CCN(S(=O)(=O)c3cccs3)CC2)c(=O)[nH]c1=O	3.8	.	-10.5	3.8	-17.5	6.0	12.8	3.0	2.2
COc1cc2nc(=S)n3[nH]c(CCn4c(C)nc5ccccc54)nc3c2cc1OC	11.1	0.442	-6.3	-9.2	0.0	-4.8	3.6	1.2	-1.2
CCOC(=O)Cc1csc(NC(=S)NC(=O)CC(C)C)n1	-14.4	8.79*	35.6	-12.6	-8.0	3.9	3.8	-1.8	-0.2
CCOC(=O)c1cn2ccc(C)cc2n1	-1.3	0.338	-55.1	-7.1	-24.2	-0.7	3.0	2.0	-0.1
O=[N+]([O-])c1ccc(N=NNc2ccccc2)cc1	-0.1	-1.31	31.0	5.4	-17.7	5.0	11.2	1.4	0.2
Cc1nc(-c2cccc(S(=O)(=O)N3CCCC(C)C3)c2)cs1 (stereo unspecified)	-7.5	-0.00816	11.0	-2.9	-14.5[20 µM]	8.2	11.6	4.1	-0.2
COc1cccc(NC(=O)COC(=O)COc2ccccc2[N+](=O)[O-])c1	-4.4	0.152	1.9	-2.5	-3.8	-3.1	-2.5	19.7	1.1
CCN(CC)S(=O)(=O)c1ccc(C)c(NC(=O)COc2ccc(Br)cc2Cl)c1	-2.8	0.247	20.3	-3.1	-9.0	5.8	9.9	-0.6	0.5
CCCC(C)C(=O)NCc1ccccc1OC (stereo unspecified)	-24.6	-0.253	-3.9	1.8	-11.7	4.3	16.1	-4.6	-0.9
COc1ccc(C2C(C(=O)OC3CCCCC3)=C(C)Nc3nnnn32)c(OC)c1OC (stereo unspecified)	-3.8	-0.548	2.5	-1.3	-20.8	5.3	6.1	.	-1.1
O=[N+]([O-])c1cc2c(cc1/C=N/NS(=O)(=O)c1ccc(Br)cc1)OCO2	2.4	-2.69	-17.9	2.2	-24.1	0.2	11.4	-2.1	1.0
CCOC(=O)c1c(C)nc(-c2ccccc2)nc1NC(=O)CC	58.2*	.	23.4	33.6	-3.2	10.8	20.3	1.8	0.0
CCOC(=O)c1cnn(-c2nc(-c3cccc(F)c3)cs2)c1C(F)(F)F	5.8	0.957	-4.9	-1.6	-12.3[20 µM]	-3.3	-1.4	-9.6	1.8
Cc1ccc(SCC(=O)N2CCCC2)cc1	7.7	0.000869	-8.2	5.2	-22.2	-4.2	13.1	2.6	0.8
COc1ccc(S(=O)(=O)N2CCC(c3cc(-c4cccc5ccccc45)n[nH]3)CC2)cc1	-6.8	.	-81.5	3.4	-6.3[20 µM]	3.1	15.5	2.9	-0.5
Cc1ccc(NC(=O)C2CCN(c3cnccn3)CC2)cc1C	-1.9	0.743	-53.9	-9.2	-8.4	-3.9	5.5	-2.2	0.6
O=C(Nc1nnc(CCS(=O)(=O)c2ccc3ccccc3c2)s1)c1ccc([N+](=O)[O-])cc1	-16.3	0.845	3.6	-7.7	-3.8	29.5	16.8	8.9	0.6
O=C(NCCc1cccc(Cl)c1)c1cccs1	-33.5	-0.949	-19.7	2.5	-14.9	-0.1	1.5	12.6	1.6
Cc1cc(NC(=O)CSc2ccc3nnc(-c4cccc(F)c4)n3n2)no1	14.3	-0.0168	-80.0	-3.4	-26.3[20 µM]	1.4	7.6	-8.4	-0.9
CN1C(=S)SC(/[N+]([O-])=C\c2ccco2)C1(C)C (stereo unspecified)	-21.8	0.572	1.4	-7.8	-4.5	-3.5	4.8	5.9	-0.5

The final 3 compounds of the section before are carried over, then new ones follow:
SMILES	hK5 inh	Cl transport mod	m-calpain inh	thrombin 1536	Furin inh	FXIa inh	FXIIa inh	Rad51 HR inh	PERK inhibitor
O=C(NCCc1cccc(Cl)c1)c1cccs1	-33.5	-0.949	-19.7	2.5	-14.9	-0.1	1.5	12.6	1.6
Cc1cc(NC(=O)CSc2ccc3nnc(-c4cccc(F)c4)n3n2)no1	14.3	-0.0168	-80.0	-3.4	-26.3[20 µM]	1.4	7.6	-8.4	-0.9
CN1C(=S)SC(/[N+]([O-])=C\c2ccco2)C1(C)C (stereo unspecified)	-21.8	0.572	1.4	-7.8	-4.5	-3.5	4.8	5.9	-0.5
O=C1CC(c2ccc(S(=O)(=O)NC3CC3)cc2)CN1 (stereo unspecified)	-24.8	.	-19.1	-5.9	-23.9	2.4	9.4	6.2	0.7
NC(C(=O)O)C1CC(Cl)=NO1 (stereo unspecified)	-12.3	0.428	-18.0	-2.3	-12.8	-3.8	9.2	.	1.0
CCCCC(=O)NC(=S)NNC(=O)CCc1ccccc1	-25.6	6.86	-4.6	-0.8	-31.9	-0.8	6.9	.	1.2
O=C(Nc1cccc(O)c1)c1noc2c1CCCCC2	-8.2	-0.0846	21.0	-7.2	-9.3[20 µM]	-4.0	3.9	7.8	-1.1
COc1cc(NC(=O)COC(=O)CSc2ccc3ccccc3c2)c(C)cc1[N+](=O)[O-]	-16.2	0.489	4.2	2.2	-22.7	2.8	7.1	2.0	0.6
Nc1nnc(COc2cccc(C(F)(F)F)c2)s1	29.0	0.985	5.3	13.4	-13.1	11.6	3.7	-6.3	0.8
O=C(NCCN1CCN(c2ccccc2)CC1)C1CCN(S(=O)(=O)c2cccc3nonc23)CC1	-23.1	0.433	-12.4	-4.8	-22.1	-2.8	5.6	6.8	-0.1
O=P(CCCCCCCCCP(=O)(c1ccccc1)c1ccccc1)(c1ccccc1)c1ccccc1	-27.2	-2.99*	56.5*	-9.2	-4.4[20 µM]	-3.4	-1.4	-0.1	-0.7
CCCN1CCC(N(C)CCc2ccc(OC)c(OC)c2)CC1	-22.5	.	-0.8	-4.8	-8.5	1.9	11.8	-1.1	-0.5
Nc1nc(Cl)cc(NCCc2ccccc2)n1	-4.4	-0.525	-1.7	0.0	4.0	2.6	-3.1	-2.8	0.7
COc1cccc(=O)c2c(C)oc(C)c12	-0.7	-0.659	16.1	-3.7	-16.5	-7.0	38.5	-13.3	0.7
O=C1NC(=Nc2ccccc2)S/C1=C/c1cccs1	26.4	0.603	106.1*	5.6	-4.5	32.7	45.2*	10.2	0.3
CC1=C(Sc2ccccn2)C(=O)NC(C)(C)C1	-22.9	0.608	3.9	-1.9	-18.6	4.4	6.4	-6.5	1.8
CCCCOc1ccc(-c2ncc(Cl)cn2)cc1	18.1	0.331	-14.3	3.1	27.5*[20 µM]	7.2	18.8	2.1	0.9
Cc1cc(C)c(NC(=O)C2CCCN2CCO)c(C)c1 (stereo unspecified)	-22.2	-0.0192	1.3	-0.5	-18.8[20 µM]	1.0	5.6	-4.8	0.1
COc1ccccc1NS(=O)(=O)c1ccc2oc(SC3CCOC3=O)nc2c1 (stereo unspecified)	-9.5	.	-68.1	7.2	9.1	-3.3	14.9	-7.5	0.5
CCOC(=O)N1CCC(NS(=O)(=O)c2ccccc2)CC1	12.8	0.528	7.8	3.0	1.7	10.7	11.6	-15.1	0.6
O=C(O)c1ccccc1N/C=C\[N+](=O)[O-]	-2.6	-0.406	-41.8	0.7	-5.4	-8.3	7.7	-1.6	0.9
Cc1ccc(C(=O)OCC(=O)c2ccc(Cl)s2)s1	0.1	-0.573	-5.2	-5.2	-21.8[20 µM]	1.7	2.3	-2.1	1.5
Cc1ccccc1NC(=O)Cn1nnc(C(=O)NCc2ccco2)c1N	-0.4	0.124	17.1	-23.4	-18.3	-1.3	0.9	5.0	-0.6
COc1ccc(C)cc1NC(=O)CSc1ccc(-c2cccnc2)nn1	-20.2	-0.174	25.9	0.5	-18.8	-3.7	5.2	0.1	0.9
Cc1ccccc1CS(=O)(=O)Cc1ccc(C(=O)N2CCOCC2)o1	-1.4	0.489	-2.7	-2.5	-24.3	3.2	13.4	.	-0.3
O=C(CSc1ccc(-c2ccco2)nn1)NCc1ccc2c(c1)OCO2	-2.8	-0.85	-32.6	-12.9	-30.8	-2.2	11.5	3.1	0.7
CCn1cc(CNC(=O)c2cc(-c3cc(OC)ccc3OC)nc3ccccc23)c(C)n1	-5.3	-0.0197	-4.8	-7.7	-6.7	-7.6	-0.3	3.1	-1.4
O=C(Nc1nc(-c2cccc([N+](=O)[O-])c2)cs1)c1cccc([N+](=O)[O-])c1C(=O)O	6.7	0.552	-33.5	-11.2	-22.8	-0.5	21.3	34.0	0.4
Other results
SMILES	hK5 inh	Cl transport mod	m-calpain inh	thrombin 1536	Furin inh	FXIa inh	FXIIa inh	Rad51 HR inh	PERK inhibitor
CCCc1nnc(NC(=O)c2ccc(N3C(=O)C4C5C=CC(C5)C4C3=O)cc2)s1 (stereo unspecified)	8.7	0.166	19.3	4.1	-20.4[20 µM]	1.7	8.6	-1.8	-0.4
Cc1nc(NC(=O)/C=C/c2ccccc2)sc1C(=O)Nc1ccc(Cl)cc1	17.0	.	-404.1	27.7	-15.2[20 µM]	4.3	24.0	3.1	0.2
CCCNC(=O)N1CCCC(C(=O)c2cccc(Cl)c2)C1 (stereo unspecified)	1.7	-0.355	-3.9	-4.7	-17.8	-0.3	8.0	2.7	0.3
O=C(NC1CCCCC1)NC1CCN(S(=O)(=O)Cc2ccccc2)CC1	-8.5	0.745	-5.4	-1.0	12.6[20 µM]	0.1	12.3	-9.1	0.1
Fc1ccc(COc2ccccc2C(=S)N2CCCC2)cc1	-7.3	-0.354	26.7	-0.6	-0.8	5.3	5.3	.	-0.6
CCOC(=O)/C(C#N)=C/c1cc2ccc(C)cc2nc1Cl	-4.5	1.03	4.5	-1.2	-11.8	10.2	6.0	2.7	0.0
O=C(Nc1ccc(S(=O)(=O)NCc2ccccc2)cc1)Nc1ccc2c(c1)OCO2	-24.7	1.18	-3.7	-106.7	-23.6[20 µM]	-2.7	-1.6	2.7	-0.6
CCCc1cnc(N2CCN(S(=O)(=O)c3cccs3)CC2)nc1	-3.5	0.0846	1.4	-5.5	-13.5	1.3	4.5	24.9	1.3
CC(C)(C)NC(=O)C(c1cccnc1)N(C(=O)c1csnn1)c1ccccc1 (stereo unspecified)	1.7	0.8	13.4	-10.4	-14.4	-2.6	2.4	1.9	0.1
Cc1cc2n(n1)SC(Nc1ccccc1)N2 (stereo unspecified)	5.4	0.523	20.5	-10.7	-18.1	15.2	22.4	4.2	1.1
CCOC(=O)c1cnn(-c2nc(OCC)cc(OCC)n2)c1C	-7.8	-0.592	-1.2	-4.0	-5.9	9.4	11.5	0.1	1.1
CCC(C)NC(=O)Cn1cnc2sc(C)cc2c1=O (stereo unspecified)	-3.1	.	-10.7	-5.5	-19.0	-2.0	6.9	3.6	-1.0
CC(=NCCN1CCN(C(=S)Nc2ccccc2)CC1)C1=C(O)CC(C)(C)CC1=O	2.7	.	5.0	0.1	-9.6[20 µM]	-7.7	7.8	1.8	0.9
